# Compound activity: PubChem BioAssay, several laboratories
# GalR3 antagonist = GalR3 antagonists in HEK293 cells, primary screen, cell-based, fluorescence readout | HEK293 GalR3-CNG cAMP membrane potential fluorescence; galR3 body fused to GalR1 C-terminus | Galanin receptor type 3 (Homo sapiens), O60755 | AID 651719, 2012 | inhibition, % at 3 µM | hit rate 0.44% among 360,000;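 active = inhibition above the screen-wide average plus 3 SD, cut at about 13% in these data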;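 note: forskolin and galanin both at EC90 stimulate the cells; cAMP rise reported by CNG channel membrane potential dye signal; 0% = forskolin plus galanin with DMSO and 100% = forskolin alone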
# Target sequence (O60755 1-299 limits assumed): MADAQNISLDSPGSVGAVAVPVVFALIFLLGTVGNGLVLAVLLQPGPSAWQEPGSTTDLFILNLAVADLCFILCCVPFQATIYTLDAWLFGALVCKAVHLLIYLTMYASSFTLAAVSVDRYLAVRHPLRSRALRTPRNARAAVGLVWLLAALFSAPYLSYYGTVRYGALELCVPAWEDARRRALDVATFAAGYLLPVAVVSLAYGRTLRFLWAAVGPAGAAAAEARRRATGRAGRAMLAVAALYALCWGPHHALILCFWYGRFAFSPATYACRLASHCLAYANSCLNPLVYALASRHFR
# CRFBP-R2 agonist = agonists of CRF-BP/CRF-R2 complex, primary screen, cell-based, HEK293, calcium dye fluorescence, uHTS | CRF-binding protein / CRF receptor 2 complex (human) | AID 588473, 2011 | activation, % at 13.2 µM | calcium dye fluorescence (FLIPR); percent of saturating CRF peptide response | hit rate 0.46% among 350,000;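 active = activation of at least 50%, plus an integration ratio under a set limit after plate pattern correction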;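 note: plate controls were neutral control wells without compound for no effect and CRF at EC100 for full effect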
# CRFBP-R2 block = antagonists of CRF-BP/CRF-R2 complex, primary screen, cell-based, HEK293, calcium dye fluorescence, uHTS | inhibition, % at 11.8 µM | hit rate 0.59% among 350,000 | CRF-induced calcium fluorescence;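 active = inhibition of the ligand-induced calcium signal above about 50% at the single tested concentration, limit read from the data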
# * marks the source's active call; other numbers are inactive results.
SMILES,GalR3 antagonist,CRFBP-R2 agonist,CRFBP-R2 block
C=CC[C@@H](CC(=O)NCCO)C(=O)N[C@H](COC(=O)[C@@H](CC=C)Cc1ccc(F)cc1)Cc1c[nH]c2ccccc12,-2.5,28.6,-35.1
O=C(C[C@H]1C/C=C\C[C@H](Cc2ccc(F)cc2)C(=O)O[C@@H](c2ccccc2)CNC1=O)NCCO,-4.3,-0.5,-2.1
CCOc1ccc(N(C)S(=O)(=O)c2ccc(C)c(C(=O)NCc3ccccc3OC)c2)cc1,-3.0,1.1,-2.4
Oc1ccc(C[C@H]2CNCCN2CCc2cccc3ccccc23)cc1,-3.6,1.1,-7.2
O=C(COC(=O)C1COc2ccccc2O1)Nc1cccc(F)c1 (centres undefined),-4.3,-0.6,9.9
Cc1ccccc1NC(=O)CSc1nc(=O)n(CCN2CCOCC2)c2c1CCCC2,-4.7,-0.1,-4.9
CCOC(=O)C1C(=O)C(=O)N(C2CCCCC2)C1C(=O)OCC (centres undefined),-2.3,-1.9,-7.3
CC1CN(S(=O)(=O)c2ccc(C(=O)Nc3nncs3)cc2)CC(C)O1 (centres undefined),-2.3,-0.9,-0.3
OCCNc1ncnc2c1nnn2Cc1ccccc1Cl,11.0,-0.7,19.6
CC1CC1C(=O)OCC(=O)Nc1cccc(F)c1 (centres undefined),-1.5,1.1,8.3
O=C(NNC(=O)c1ccc2ccccc2c1)c1cccc(Cl)c1,0.9,3.6,-2.7
CCOC(=O)C1=C(CC)Nc2ccccc2N/C1=N\S(=O)(=O)c1ccccc1OC,-4.4,-1.7,-5.0
CCc1noc(C)c1C(=O)N(C)CC(=O)Nc1cccc(OC)c1,-6.6,0.7,8.8
Cc1[nH]c2ccccc2c1C(=O)CSc1nnc(C2CC2)o1,-2.1,-0.2,3.8
CC(C)CC1C(=O)N(Cc2cn(CCC3OCCCO3)nn2)CCS(=O)(=O)N1Cc1ccc(-c2ccc(F)cc2)cc1 (centres undefined),-2.8,-0.4,1.9
CN(C(=O)COC(=O)c1cncc(Br)c1)C1CCCCC1,-0.6,-1.3,11.5
c1cc2c3c(cccc3c1)NC1(CCCC1)N2,-2.4,-2.7,-7.4
CCOc1ccccc1C(=O)NC(C(=O)N(C)Cc1ccc2c(c1)OCO2)C(C)C (centres undefined),-5.8,-1.7,16.5
COc1ccc(C2=NOC(Cn3nc(-c4ccccc4)cc3C(=O)NCc3cccs3)C2)cc1 (centres undefined),-3.4,1.2,1.3
Nc1cc(N)nc(SCC(=O)NCC(=O)Nc2ccc(F)c(F)c2F)n1,-2.4,2.0,-6.6
CCCn1c(CN2CCN(C(=O)c3ccco3)CC2)nc2cc(S(=O)(=O)N(C)C)ccc21,-2.9,0.7,1.3
CC(C)(C)C(C(=O)n1cccc1C#N)c1ccccc1 (centres undefined),-5.1,0.2,-2.1
Nc1c(Cl)cc(-c2cn(CCC(=O)O)c(-c3ccncc3)n2)cc1Cl,-3.7,-1.7,3.6
Cn1nnnc1Sc1ncnc2scc(-c3ccc[nH]3)c12,0.5,-0.6,-1.9
CC(=O)Nc1sc(C)c(C)c1C(=O)OCC(=O)NCc1ccc(Cl)cc1,6.3,1.3,-6.3
COc1ccc(CN(C)CCCn2ccc(NC(=O)OCc3ccccc3)nc2=O)cc1OC,-4.3,-0.2,-2.7
CCN(C(=O)COC(=O)/C(C#N)=C/c1ccc(N(C)C)cc1)C1CCS(=O)(=O)C1 (centres undefined),-5.7,35.6,-29.5
O=C(Nc1cccc(-n2cnnn2)c1)c1ccc(C(F)(F)F)cc1,-1.5,-2.1,6.2
Cc1cnc(C(=O)OCC(=O)Nc2ncc(Cl)cc2Cl)cn1,-7.2,-0.1,10.4
O=C(NNC(=O)C1CC1)c1cc(Br)c(Br)s1,-2.5,0.5,-4.7
CN1CCN(S(=O)(=O)c2cccc(C(=O)Nc3cccc([N+](=O)[O-])c3)c2)CC1,-2.7,-0.4,-1.4
O=C(COC(=O)c1ccc(F)cc1Cl)Nc1cccc(S(=O)(=O)N2CCOCC2)c1,-6.0,0.7,-2.6
COCCCN1C(=O)C(CC(=O)NCc2ccco2)CC(C(=O)N2CCOCC2)=C1C (centres undefined),-3.2,1.9,4.5
COc1cc(Br)ccc1NC(=O)c1ccccc1-c1ccccc1C(=O)O,-2.2,-0.8,3.9
COc1cccc(NC(=O)CN(C)C(C)C(=O)NC(=O)NC2CCCCC2)c1 (centres undefined),-1.2,-0.3,5.0
COc1ccc(S(=O)(=O)N2CCCCC2)cc1NC(=O)CCCOc1ccccc1,-2.8,1.0,-0.8
N#Cc1ccccc1OCC(=O)Nc1nc(-c2ccccn2)cs1,-7.7,-1.6,8.8
C[C@H](CO)N1C[C@H](C)[C@@H](CN(C)Cc2cccc3c2OCCCO3)OCc2cnnn2CCCC1=O,-4.2,1.7,2.5
CC(C)c1ccc(C(=O)CN2C(=O)NC3(CCc4ccccc43)C2=O)cc1 (centres undefined),-6.0,-1.6,-31.4
COc1ccc(C(=O)c2c3ccc([N+](=O)[O-])cc3[n+]([O-])n2CCCN)cc1,-7.0,1.2,6.2
COCCCN1C(=O)c2ccc(C(=O)OCC(=O)N(CCC#N)c3cc(C)cc(C)c3)cc2C1=O,-0.1,-0.8,-0.9
CC(=O)N1CCC(CCCC2CCN(C(C)=O)CC2)CC1,-5.2,-2.0,4.9
Cn1c(SCCc2ccc([N+](=O)[O-])cc2)nccc1=O,-6.2,0.4,22.5
CCN(CC(=O)Nc1ccccc1OC)C(=O)CC1CC2CCC1C2 (centres undefined),-6.2,0.0,3.0
Cc1ccc2nc(C)cc(C(=O)NC3CCCCCC3)c2c1,-4.0,-3.4,1.3

# Twelve compounds already listed, sorted by count of non-hydrogen atoms, smallest number first:
SMILES,GalR3 antagonist,CRFBP-R2 agonist,CRFBP-R2 block
CC(C)(C)C(C(=O)n1cccc1C#N)c1ccccc1 (centres undefined),-5.1,0.2,-2.1
CN(C(=O)COC(=O)c1cncc(Br)c1)C1CCCCC1,-0.6,-1.3,11.5
O=C(NNC(=O)c1ccc2ccccc2c1)c1cccc(Cl)c1,0.9,3.6,-2.7
O=C(COC(=O)C1COc2ccccc2O1)Nc1cccc(F)c1 (centres undefined),-4.3,-0.6,9.9
Oc1ccc(C[C@H]2CNCCN2CCc2cccc3ccccc23)cc1,-3.6,1.1,-7.2
COc1ccc(C(=O)c2c3ccc([N+](=O)[O-])cc3[n+]([O-])n2CCCN)cc1,-7.0,1.2,6.2
CN1CCN(S(=O)(=O)c2cccc(C(=O)Nc3cccc([N+](=O)[O-])c3)c2)CC1,-2.7,-0.4,-1.4
CCN(C(=O)COC(=O)/C(C#N)=C/c1ccc(N(C)C)cc1)C1CCS(=O)(=O)C1 (centres undefined),-5.7,35.6,-29.5
O=C(COC(=O)c1ccc(F)cc1Cl)Nc1cccc(S(=O)(=O)N2CCOCC2)c1,-6.0,0.7,-2.6
Cc1ccccc1NC(=O)CSc1nc(=O)n(CCN2CCOCC2)c2c1CCCC2,-4.7,-0.1,-4.9
COc1ccc(CN(C)CCCn2ccc(NC(=O)OCc3ccccc3)nc2=O)cc1OC,-4.3,-0.2,-2.7
O=C(C[C@H]1C/C=C\C[C@H](Cc2ccc(F)cc2)C(=O)O[C@@H](c2ccccc2)CNC1=O)NCCO,-4.3,-0.5,-2.1

# (list continues)
SMILES,GalR3 antagonist,CRFBP-R2 agonist,CRFBP-R2 block
C[C@@H]1CN([C@H](C)CO)C(=O)CCCn2cc(nn2)CO[C@H]1CN(C)S(=O)(=O)c1cccc(C#N)c1,-6.2,0.1,14.9
C[C@H](CO)N1C[C@H](C)[C@@H](CN(C)S(=O)(=O)c2ccc(F)cc2)Oc2c(NC(=O)CCC(F)(F)F)cccc2C1=O,-5.4,-0.8,-1.2
Cc1c(Cl)cnc(NC(=O)COC(=O)C2CC2)c1Cl,-3.7,2.1,-8.6
Nc1ccn(CC(=O)NCCNc2ccc([N+](=O)[O-])cn2)c(=O)n1,-6.3,2.8,-13.9
CCc1ccc(CN(C)C(=O)c2cc(S(=O)(=O)N3CCOCC3)ccc2N2CCCC2)cc1,-3.5,-1.0,2.4
N#Cc1cccc(NC(=O)CSc2cccc[n+]2[O-])c1,0.7,4.2,8.9
CCc1nc2ccccc2n1CC(=O)OCC(=O)N(CC(C)C)c1c(N)n(Cc2ccccc2)c(=O)[nH]c1=O,-1.3,-1.0,2.8
O=C1NCCSC1c1ccccc1 (centres undefined),1.7,-0.1,-8.3
Cc1ccc(S(=O)(=O)N2CCCCC2)cc1C(=O)NC1CC(C)(C)NC(C)(C)C1,3.6,2.3,4.9
CCc1cccc(C)c1NC(=O)COC(=O)CNC(=O)c1cccs1,-1.1,-0.2,2.3
CNc1snc(C)c1C(=O)OCC(=O)c1ccc(OC)c(F)c1,-6.0,1.4,-3.2
O=C(NCC(c1ccco1)N1CCCCC1)c1cccnc1 (centres undefined),-1.6,0.6,0.1
CN(c1ccccc1)S(=O)(=O)c1cccc(NC(=O)c2nn(C)c(=O)c3ccccc23)c1,-2.4,-0.4,6.6
CC(=O)N1CCN(C(=O)CCN(c2ccccc2)S(=O)(=O)c2ccc(C)cc2)CC1,-1.5,-1.3,0.9
Cc1ccc(S(=O)(=O)N2CCC(C(=O)OCC(=O)N(C)CC(=O)Nc3ccc(F)cc3)CC2)cc1C,-4.2,0.0,7.4
Cc1cc2c(cc1C)C(=O)C(=O)N2,1.8,-1.8,-1.4
COC(=O)c1c(C)[nH]c(C(=O)C(C)OC(=O)C2CC2)c1C (centres undefined),-4.7,-1.2,5.1
Cc1ccc(C2(C)NC(=O)N(CC(=O)NNC(=O)c3ccoc3C)C2=O)cc1 (centres undefined),-3.2,-0.6,10.8
CCOc1cccc2cc(C(=O)OCC(=O)Nc3c(C)cccc3CC)c(=O)oc12,-5.0,-2.4,6.5
Cc1ccc(NC(=O)CCCN2C(=O)C(c3ccccc3)Oc3cccnc32)c(C)c1 (centres undefined),-0.7,-0.2,6.0
CCCCCCSc1cccc(-c2nc3cc(C)ccn3c2NC2CCCCC2)c1,-2.8,2.2,6.3
Cc1ccc(S(=O)(=O)N(C)CCN(C)S(=O)(=O)c2ccc(C)cc2)cc1,3.8,0.8,0.3
CCCCn1c(N)c(N(CC(C)C)C(=O)CN(C)S(=O)(=O)c2ccc(C)cc2)c(=O)[nH]c1=O,-3.1,0.5,3.8
C=CCN1C(=O)c2ccc(C(=O)N(CC)CC(=O)Nc3cc(Cl)ccc3C)cc2C1=O,-4.7,-0.2,-5.6
CN(C)CCn1c2c(c(SCC(=O)Nc3ccc4c(c3)OCCO4)nc1=O)CCCC2,-2.8,-1.1,0.7
COc1ccc2cc(CCOC3CCCCO3)ncc2c1 (centres undefined),-3.2,-0.3,1.4
CCN(c1ccccc1)S(=O)(=O)c1cccc(C(=O)Nc2cccc(C)n2)c1,-4.5,-1.7,17.3
CCOc1ccc(C2C3=C(CC(C)(C)CC3=O)N(CCCOC)C3=C2C(=O)CC(C)(C)C3)cc1OC,-10.1,-0.3,15.7
CN(C(=O)c1cccc(S(=O)(=O)N2CCCC2)c1)C1CCCCC1,-5.2,2.8,-8.2
O=C1CC(c2ccccc2)=NN1c1ccccc1,-4.3,3.0,-3.8
COc1ccccc1CN(C)C[C@@H]1OCc2cnnn2CCCC(=O)N([C@H](C)CO)C[C@H]1C,2.2,-0.9,10.4
CCN(CC(=O)Nc1cccc(S(=O)(=O)N2CCCCC2)c1)Cc1ccccc1,-4.2,-2.2,1.4
Cc1ccc(NC(=O)CSc2nc(=O)n(CCN(C)C)c3c2CCCC3)c(C)c1,4.3,-0.4,4.1
Cc1ccc(C(=O)Nc2cccc3ccccc23)o1,-2.4,-0.7,-4.2
CC(C)CC1C(=O)N(Cc2cn(CCC3OCCCO3)nn2)CCS(=O)(=O)N1Cc1ccc(-c2cccc(N(C)C)c2)cc1 (centres undefined),-0.4,-0.3,-3.9
COc1ccc(NC(=O)CCCNC(=O)c2ccc(Cl)cc2)cc1S(=O)(=O)N1CCCCC1,-3.1,-0.5,-2.9
O=C(NCCN1C(=O)S/C(=C\c2ccc(Cl)cc2Cl)C1=O)C1=COCCO1,2.5,-0.5,1.2
CCN(CC)C(=O)C1=C(C)N(CCC2=CCCCC2)C(=O)C(CC(=O)NCCCN(C)C)C1 (centres undefined),-3.4,-0.3,11.9
COc1cc(C(=O)NNC(=O)CCOc2ccccc2)cc(OC)c1OC,-4.2,0.7,-8.4
COc1cccc(C(=O)Nc2cc(S(=O)(=O)N3CCOCC3)ccc2N2CCOCC2)c1,10.4,-1.1,5.3
O=C(COC(=O)c1ccc(F)c(S(=O)(=O)N2CCOCC2)c1)NC1CC1,-1.6,1.1,-7.5
O=C(c1ccc(N2CCCC2=O)cc1)N1CCN(c2cccc(C(F)(F)F)c2)CC1,-3.5,1.0,2.3
O=C(COC(=O)c1ccc(F)c(S(=O)(=O)N2CCOCC2)c1)c1ccc(Cl)cc1,-1.1,0.1,-5.7
COCC(=O)N1C[C@H]2CON(C)[C@H]2C[C@H]1c1cccc(-c2ccccc2)c1,-3.8,0.5,-2.7
Cc1ccc(NC(=O)COc2ccccc2)cc1S(=O)(=O)N1CCCCC1,-6.2,-1.2,2.2
O=C(c1cccc(NS(=O)(=O)c2ccc(F)c(F)c2)c1)N1CCCCC1,-3.6,-0.7,-8.8
COC(=O)C1CCN(C(=O)COc2ccc(N(C)S(=O)(=O)c3ccc(C)cc3)cc2)CC1,-6.8,-1.5,27.5

# Only part of the results is shown; count on the stated rates, not on these rows.
